Source: PubChem (National Center for Advancing Translational Sciences (NCATS))
PLK1 PBD block – inhibitors of human PLK1 polo-box domain binding; Plk1 PBD binding of FITC phosphopeptide, fluorescence polarization; AID 720504; P53350; Potency, µM, inactives show max response, negative = inhibition, most hits filed as inhibitors; actives 2.8% (n = 360,000); note: potency is the fitted concentration of half-maximal effect; series mostly up to about 57 µM; % is set by controls: 0 for no effect and ±100 for the full control effect; nearly all actives have a fitted effect of over 65% in size
Target sequence (P53350 whole entry, looked up, the tested form may be a part): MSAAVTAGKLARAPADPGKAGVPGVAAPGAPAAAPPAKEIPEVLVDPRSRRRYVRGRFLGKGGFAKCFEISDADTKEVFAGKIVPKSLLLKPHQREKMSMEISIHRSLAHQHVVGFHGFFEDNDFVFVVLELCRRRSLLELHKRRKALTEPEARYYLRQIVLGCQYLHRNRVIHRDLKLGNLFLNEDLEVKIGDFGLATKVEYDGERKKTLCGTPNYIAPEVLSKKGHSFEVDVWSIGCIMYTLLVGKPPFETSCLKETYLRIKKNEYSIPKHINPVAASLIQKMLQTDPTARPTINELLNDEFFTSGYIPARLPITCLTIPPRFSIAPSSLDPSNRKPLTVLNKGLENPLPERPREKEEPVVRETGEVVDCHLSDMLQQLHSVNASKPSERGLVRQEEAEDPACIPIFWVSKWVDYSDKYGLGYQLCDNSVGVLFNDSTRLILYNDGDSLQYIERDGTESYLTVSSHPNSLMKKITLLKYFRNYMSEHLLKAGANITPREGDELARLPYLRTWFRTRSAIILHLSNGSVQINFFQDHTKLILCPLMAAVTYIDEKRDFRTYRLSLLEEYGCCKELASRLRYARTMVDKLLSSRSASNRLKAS
EPAC2 ag – agonists of human EPAC2 (RAPGEF4); Q8WZA2; EPAC2 activation, biochemical qHTS; response scale: 100% = 6.5 mM cAMP response; Potency, µM (doses to about 154 µM), inactives show at the top dose activation, most hits filed as activators; actives 0.079% (n = 360,000); note: potency is the fitted concentration of half-maximal effect; nearly all actives have a fitted effect of over 50% in size
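qHTS, titration series. 100 nM EPAC2 / 250 nM Rap1B-BODIPY-GDP / 50 uM GDP; RT; ex 480/em 540 nm, 5-min reads to 30 min. Norm. to 6.5 mM cAMP = activation.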
WRN inhibitor – WRN helicase (human) inhibition; WRN helicase unwinding, fluorescent forked duplex, kinetic; actives 0.46% (n = 360,000); Q14191; Potency, µM (series often up to 114 µM), for inactives: at the highest dose activity change, negative = inhibition, usual class: inhibitors; AID 651768; note: potency is the fitted concentration of half-maximal effect; % is set by controls: 0 for no effect and ±100 for the full control effect; nearly all actives have a fitted effect of over 55% in size
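Screening of the MLSMR collection measured strand separation of a quenched forked DNA duplex (100 nM) by 20 nM WRN with 2 mM ATP, all final. Compounds were preincubated with enzyme 15 min at room temperature.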
CCT chaperon mod – changes cytosolic chaperonin activity | AID 651819 | actives 0.3% (n = 360,000) | purified chaperonin ATPase assay, HTRF ADP detection, 30 min | activity change, % (test concentration not listed), hits read low; in the data active = activity change below about -30%; note: % is set by controls: 0 for no effect and ±100 for the full control effect
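We incubate TRiC, 40 or 20 nM final, with library compounds at 76 uM and 10 uM ATP for 30 min at 37 °C. ADP formed is detected with Transcreener HTRF reagents after 30 min at room temperature.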
EPAC1 agonist – activates human EPAC1 exchange factor; Potency, µM (titrated, usually from 154 µM), for the others: at the top dose activation, most hits filed as activators; O95398; actives 0.073% (n = 360,000); EPAC1 agonist qHTS, biochemical assay; response scale: 100% = response to 6.5 mM cAMP; note: potency is the fitted concentration of half-maximal effect; nearly all actives have a fitted effect of over 60% in size
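Normalized to 6.5 mM cAMP, activity reflects EPAC1-catalysed release of BODIPY-GDP from Rap1B, followed kinetically over 30 min at 480 nm excitation, 540 nm emission. Reaction contained 100 nM EPAC1, 250 nM Rap1B-BODIPY-GDP, 50 uM GDP.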
EPAC1 antagonist – blocks human EPAC1 exchange factor; AID 720709; O95398; actives 0.14% (n = 360,000); Potency, µM (top dose mostly 115 µM), without a hit: at the highest dose activity change, negative = inhibition, actives largely listed as inhibitors; EPAC1 GEF assay, Rap1b-BODIPY-GDP exchange fluorescence;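 note: potency is the fitted concentration of half-maximal effect; plate controls were vehicle for no effect and positive control for full effect; nearly all actives have a fitted effect of over 50% in size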
PI5P4K alpha inh – inhibitors of human PI5P4K alpha; actives 1.2% (n = 330,000); AID 652105; P48426; max response, %; PI5P4Kalpha enzyme, ADP-Glo luminescence, 60 min; stronger effect = lower value; active = max response of -50% or lower; inconclusive = between -30% and -50%; inactive = -30% or higher; note: value at the top dose of about 77 µM; % is set by controls: 0 for no effect and ±100 for the full control effect
Target sequence (P48426 whole entry, looked up): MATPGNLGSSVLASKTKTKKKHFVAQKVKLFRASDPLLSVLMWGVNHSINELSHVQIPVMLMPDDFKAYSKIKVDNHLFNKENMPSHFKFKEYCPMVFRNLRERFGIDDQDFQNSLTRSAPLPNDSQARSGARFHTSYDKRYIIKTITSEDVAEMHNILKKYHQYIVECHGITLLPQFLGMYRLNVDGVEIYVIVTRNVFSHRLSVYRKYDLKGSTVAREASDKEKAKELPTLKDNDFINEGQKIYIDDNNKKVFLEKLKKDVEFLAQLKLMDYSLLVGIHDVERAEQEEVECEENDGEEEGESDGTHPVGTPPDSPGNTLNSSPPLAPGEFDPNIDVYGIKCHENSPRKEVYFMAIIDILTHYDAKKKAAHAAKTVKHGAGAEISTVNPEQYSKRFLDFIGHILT
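qHTS, 1536-well: enzyme/substrate mix, compound by pin tool, 5 microM ATP final; RT 60 min; ADP-Glo reagents 1 (45 min) then 2 (30 min); luminescence.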
IL-2 act – IL-2 activation. IL-2 activation reporter assay, cell-based qHTS; stimulated with anti-CD3/CD4/CD28 beads; in transgenic mouse T cells. activation, % (series mostly up to about 46 µM). actives 0.065% (n = 360,000). AID 652025; in the data active = activation above about 50%; inconclusive = mostly about 30% to 49%; note: 0% is about no effect
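Readout is EGFP and DsRed signal by fluorescent plate cytometry after 18 h at 37 degrees C. Transgenic mouse T cells (750/well) received compound for 60 min before bead stimulation (anti-CD3, anti-CD4, anti-CD28); memory T cells served as non-tolerant control.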
The depositor's hits bear a star; ? = inconclusive; nt = not tested or not shown; [ ] = remark or other dose. Unless noted, calls come from the whole dose curve; as a rule, active = well fitted curve in the direction sought with a large enough effect; inconclusive = small, poorly fitted or top-dose-only effect, or another doubt; inactive = no such curve, though single readings can be large; an effect the other way counts as inactive or inconclusive. An excerpt. The share of hits here may be higher or lower than overall.

SMILES | PLK1 PBD block | EPAC2 ag | WRN inhibitor | CCT chaperon mod | EPAC1 agonist | EPAC1 antagonist | PI5P4K alpha inh | IL-2 act
CCOc1ccc(OCC)c(NC(=O)C2CCN(S(=O)(=O)c3c(C)[nH]c(=O)[nH]c3=O)CC2)c1 | 17µM* | 1% | 6%[57.1 µM] | 1.4 | 1% | -4% | -19 | -0.1
CC1(C)Cc2cccc(OCC(=O)N3CCN(S(=O)(=O)c4ccccc4)CC3)c2O1 | -8% | 16% | 5% | -2.2 | 3% | -9% | 3 | -1.8
CCCCCC(=O)N1C[C@@H](O)[C@H](n2cc(COC(=O)c3ccccc3)nn2)C[C@@H]1c1ccccc1 | -8% | 2% | -11% | -0.8 | -2% | -13% | -4 | 1.3
O=C(Cn1cnc2c(nnn2-c2ccc(F)cc2)c1=O)NCc1ccco1 | -8% | 3% | -19%[57.1 µM] | -0.4 | 2% | 7% | nt | -3.1
O=C(CN1C(=O)/C(=C/c2ccccc2F)SC1=S)NC1C=CS(=O)(=O)C1 (stereo not given) | -19% | -4% | -1% | 1.6 | 0% | -11% | -7 | -2.8
O=C1OC(c2ccco2)=N/C1=C\c1ccc(-c2cccc(C(F)(F)F)c2)o1 | 85%[activator] | -9% | ? | -1.4 | -5% | -5% | -8 | -0.7
CC1CC(C)CN(S(=O)(=O)N2CCC(C(=O)NCCc3ccccc3)CC2)C1 (stereo not given) | -4% | -3% | 7% | -1.8 | 0% | -1% | 8 | 0.3
Cc1ccc(S(=O)(=O)c2cc3c(=O)n4ccccc4nc3n(Cc3ccco3)c2=N)cc1 | -12% | 2% | -24% | -2.9 | 2% | -1% | nt | -3.6
COc1ccc(CCN=C(NS(=O)(=O)c2ccc(Cl)cc2)c2ccccc2)cc1 | -1% | -6% | 0%[57.1 µM] | -0.8 | -5% | -29% | 3 | -0.1
Cc1ccc(NC(=S)N2CCC(C(=O)c3ccc(F)cc3)CC2)cc1C | -10% | 12% | -4% | -1.3 | 4% | -12% | 9 | -1.9
CC(OC(=O)c1cccc(NS(C)(=O)=O)c1)C(=O)Nc1ccc(N2CCOCC2)cc1 (stereo not given) | -5% | -4% | 4%[57.1 µM] | -2.3 | 0% | 6% | -4 | 0.3
CCOc1ccc(CCNC(=O)C2CCN(c3nnc(-n4cccc4)s3)CC2)cc1 | -2% | 16% | -6% | 1.0 | -23% | -8% | 4 | -2.1
COc1ccc(NC(=O)N(C)C[C@@H]2OCc3cnnn3CCCC(=O)N([C@H](C)CO)C[C@H]2C)cc1 | 5% | -1% | -3% | 3.5 | 1% | 10% | 7 | -2.7
COc1ccc(-n2c(SCC(=O)Nc3cc(C)on3)nc3c([nH]c4ccccc43)c2=O)cc1 | 1% | -1% | 5% | 1.3 | -16% | -1% | -1 | -1.0
COc1ccccc1C(=O)NCCn1ccc2ccccc21 | 0% | -2% | -7% | -2.9 | 20% | 1% | 2 | -0.3
Cc1ncc([N+](=O)[O-])n1CC(=O)NC1CCCC1 | 0% | 6% | -1% | -2.1 | -2% | 7% | nt | -0.8
CCn1c(SCc2ccc(C)cc2)nnc1-c1nn(-c2ccccc2)ccc1=O | 3% | 10% | -12% | -0.2 | 0% | ? | 1 | 1.9
O=C(C1CCCO1)N1CCN(c2ccccn2)CC1 (stereo not given) | -7% | -3% | -3% | -2.2 | 5% | -11% | 2 | -0.7
CCC(CC)C(=O)NCCc1ccc(F)cc1 | 1% | 4% | -3% | 2.8 | -7% | 6% | -2 | -1.6
COc1ccc2[nH]c(C)c(CN3CCC(C)CC3)c(=O)c2c1 | -9% | 3% | 1% | 2.7 | 0% | 2% | nt | -0.4
O=C(Nc1cccc2c1CCCC2)c1ccccc1F | 8% | 0% | -2% | 2.5 | 0% | -8% | 10 | -0.9
COc1cc(CN2CC(=O)N(c3ccc(C)c(C)c3)C2=S)cc(OC)c1OC | -7% | 9% | 2% | -0.7 | 19% | 4% | 6 | -0.8
CCc1cc2c3c(c(=O)oc2cc1OC)CCCC3 | 0% | -18% | -7% | -2.5 | 3% | 5% | 2 | 0.7
Cc1ccc(S(=O)(=O)N2CCN(C(=O)c3ccco3)CC2)c(C)c1 | -7% | 10% | 0% | -1.9 | 9% | -6% | -3 | 0.0
O=C1CN(C(=O)c2c(F)cccc2F)C(c2ccccc2)c2cc(Br)ccc2N1 (stereo not given) | -14% | 12% | -11% | -3.7 | 1% | ? | 0 | 2.4
CC1CN(Cc2ccccc2)c2nc3c(c(=O)n(CC(N)=O)c(=O)n3C)n2C1 (stereo not given) | -12% | 5% | 10% | -5.4 | 5% | 12% | 0 | 1.4
COCCN1C(=O)c2ccccc2C1c1nnnn1Cc1ccccc1 (stereo not given) | -5% | 8% | 4% | 0.0 | -22% | 3% | 0 | -0.1
O=C(CNS(=O)(=O)c1ccccc1)OCC(=O)c1cccc([N+](=O)[O-])c1 | -5% | 0% | -3% | 0.2 | 7% | -23% | 1 | -0.2
Cc1cccc(C)c1NC(=O)NC1(C(=O)NCC2CCCO2)CCCCC1 (stereo not given) | -20% | 6% | -8% | -1.0 | 1% | -10% | -1 | 1.4
Cc1cc(=O)oc2cc(NC(=O)COc3cccc(C(F)(F)F)c3)ccc12 | -17% | 2% | 0% | -3.3 | 6% | 2% | -12 | -0.3
COc1ccc2nc(/C=N/NC(=O)CCCCCNC(=O)OC(C)(C)C)ccc2c1 | 2% | -12% | -18% | 2.3 | -12% | -1% | 6 | 0.0
CCn1c(O)c(N=NC(=O)CNC(=O)Cc2ccccc2)c2ccccc21 | -15% | -6% | -6% | 1.9 | -16% | ? | 5 | 0.3
Cc1ccc(CCNC(=O)C2CCC(CNc3c(N4CCCC4)c(=O)c3=O)CC2)cc1 (stereo not given) | -2% | -2% | 5% | -2.2 | 6% | -19% | 19 | -1.9
CCC1CCCCN1C(=O)COc1cc(=O)n(C)c2ccccc12 (stereo not given) | -16% | 4% | 1% | -3.8 | 1% | -6% | 2 | 0.0
CCc1nc2c(OCc3cccc(OC)c3)cccn2c1N(C)C(=O)c1ccccc1F | -10% | 13% | 0% | 1.2 | 15% | -8% | -1 | 0.5
N#Cc1c(Cn2cncn2)nc(=O)n(-c2ccc(Cl)cc2)c1N | -10% | 10% | 7% | -2.1 | 4% | -18% | 2 | -0.4
CCOc1nc(NC(=O)NS(=O)(=O)Oc2ccccc2Cl)nc(-c2ccccc2)n1 | 0% | 3% | 0% | 1.3 | -2% | 11% | nt | 0.8
CCCCN(C)C(=O)C1CCN(CCCc2ccccc2)CC1 | -6% | 8% | 4% | -2.9 | -1% | 7% | -1 | -2.6
COC(=O)c1c(NC(=O)Nc2ccc(Cl)cc2)sc(C)c1C | 0% | 5% | 3% | -1.0 | -8% | -25% | -2 | -1.2
COc1ccc(N2CCN(CCCNC(=O)CCCn3c(=O)[nH]c4ccsc4c3=O)CC2)cc1 | -18% | 11% | -13% | 1.0 | 8% | -4% | -1 | -2.2
O=C(O)c1cc(-c2ccc(/C=N/Nc3ccc(Cl)cc3)o2)ccc1Cl | 30µM* | -1% | -9%[11.6 µM] | 0.1 | -7% | 4% | nt | 7.1
CC1(C)CC(=O)C(C=NCCN2CCN(C(=S)Nc3cccc(Cl)c3)CC2)=C(O)C1 | -4% | -2% | 14% | -0.3 | -3% | 9% | nt | -2.2
O=C(OCn1nnc2ccccc2c1=O)c1cc(-c2ccccc2)nc2ccccc12 | -1% | -2% | -4% | -0.9 | -3% | -16% | 4 | 0.0
CCCc1nnn(S(=O)(=O)c2ccc([N+](=O)[O-])cc2)c1CCC | -5% | -9% | 10% | -2.2 | -5% | 4% | -4 | -5.7
CCN1C(=O)c2ccccc2S(=O)c2ccc(C(=O)NCCCN3CCCC3=O)cc21 (stereo not given) | -10% | 3% | 2% | -0.2 | 2% | -23% | -4 | 3.3
CC[C@@H]1Cc2cc(O)ccc2C2=C1c1ccc(O)cc1C[C@H]2CC | 0% | 10% | -10% | -6.5 | 0% | -11% | -55* | -0.2
COc1ccccc1OCC(=O)NCC1CCCCC1 | -6% | -1% | 5% | -0.8 | 12% | -10% | nt | -3.3
NC(=O)c1noc(C(=O)N(CC(=O)NC2CCCC2)Cc2ccc3c(c2)OCO3)c1N | -3% | 2% | 0% | -3.1 | 11% | 5% | 4 | -0.5
Cc1nc(NC(=O)c2ccco2)sc1C(=O)Nc1ccc(Br)cc1 | -4% | 2% | -22% | 0.3 | 4% | 19% | nt | -2.2
Cc1ccc(S(=O)(=O)N2CCOCC2)cc1C(=O)NCc1cccnc1 | -8% | 8% | 303%[activator] | 2.2 | 13% | 12% | nt | 1.8
COC(=O)c1oc2ccccc2c1NC(=O)CN1CCCC1 | -1% | 8% | -4% | -1.3 | 5% | -1% | nt | 0.9
CCN(Cc1nc(-c2ccc(OC)cc2)no1)C(=O)c1ccc2c(c1)OCO2 | -13% | 7% | -2% | -3.5 | 4% | 0% | -1 | 0.6
COc1cc(OC)c(C(=O)N/N=C/c2ccoc2)cc1OC | -18% | 3% | -1% | -0.7 | -4% | -4% | -3 | -2.1
Cc1ccccc1NC(=O)COC(=O)C1(C)CC1(Cl)Cl (stereo not given) | 0% | 1% | 0% | 0.2 | -2% | -4% | 9 | 0.0
Cc1cc(-c2n[nH]c(=S)n2/N=C/c2ccc(C)s2)n[nH]1 | -15% | 1% | -23%[57.1 µM] | -1.6 | -3% | -3% | 5 | -0.4
O=C(N/N=C\c1ccc(Cl)cc1Cl)c1sccc1-n1cccc1 | 0% | -3% | -10% | 1.3 | 17% | -22% | 7 | 0.9
CCOP(=O)(OCC)C(NCc1ccccc1)c1ccc(Br)cc1 (stereo not given) | -6% | -6% | 0% | -2.2 | 3% | 8% | 3 | 6.4

Whole records, quoted from the list. Order of screens: PLK1 PBD block | EPAC2 ag | WRN inhibitor | CCT chaperon mod | EPAC1 agonist | EPAC1 antagonist | PI5P4K alpha inh | IL-2 act
Cc1nc(NC(=O)c2ccco2)sc1C(=O)Nc1ccc(Br)cc1 reads -4% | 2% | -22% | 0.3 | 4% | 19% | nt | -2.2
Cc1ccc(CCNC(=O)C2CCC(CNc3c(N4CCCC4)c(=O)c3=O)CC2)cc1 (stereo not given) reads -2% | -2% | 5% | -2.2 | 6% | -19% | 19 | -1.9
CCN1C(=O)c2ccccc2S(=O)c2ccc(C(=O)NCCCN3CCCC3=O)cc21 (stereo not given) reads -10% | 3% | 2% | -0.2 | 2% | -23% | -4 | 3.3
